IP6K1 inh = Primary qHTS assay for small molecule inhibitors of Inositol hexaphosphate kinase 1 (IP6K1); Inositol hexakisphosphate kinase 1 (Homo sapiens), Q92551; 140,000 compounds, 0.81% hits; IP6K1 kinase, ADP-Glo luminescence, 2 h; hits give low values; activity change, % (series mostly up to about 58 µM); in the data active = activity change below about -25%
Target sequence (Q92551 whole entry, looked up): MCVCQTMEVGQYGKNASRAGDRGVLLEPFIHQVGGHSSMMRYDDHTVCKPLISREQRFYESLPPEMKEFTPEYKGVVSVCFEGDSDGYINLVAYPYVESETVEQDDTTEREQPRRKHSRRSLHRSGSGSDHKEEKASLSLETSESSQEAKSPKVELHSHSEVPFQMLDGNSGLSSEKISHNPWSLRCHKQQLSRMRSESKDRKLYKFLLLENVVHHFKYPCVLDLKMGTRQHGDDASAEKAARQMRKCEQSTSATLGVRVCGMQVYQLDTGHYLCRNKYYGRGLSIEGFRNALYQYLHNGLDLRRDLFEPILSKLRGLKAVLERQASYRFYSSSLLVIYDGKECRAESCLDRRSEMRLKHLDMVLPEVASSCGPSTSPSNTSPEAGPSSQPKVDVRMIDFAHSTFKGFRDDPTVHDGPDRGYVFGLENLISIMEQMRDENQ
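ADP-Glo luminescence measures ADP made by human IP6K1 during a 2 h RT reaction with ATP/IP6 (mix at 1.3 mM/130 uM); top library doses 57.5 and 19.1 uM final.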
Luciferase inh = Firefly luciferase inhibition profiling of diverse chemical library using quantitative high-throughput screening; Potency, µM (series often up to 115 µM), for inactives: top-dose activity change, negative = inhibition, hits mostly inhibitors; 76,000 compounds, 2.5% hits; purified P. pyralis luciferase, luminescence, biochemical; Luciferin 4-monooxygenase (Photinus pyralis), P08659; also: potency is read from the fitted curve at half-maximal effect; nearly all actives have a fitted effect of over 65% in size
Target sequence (P08659 whole entry, looked up): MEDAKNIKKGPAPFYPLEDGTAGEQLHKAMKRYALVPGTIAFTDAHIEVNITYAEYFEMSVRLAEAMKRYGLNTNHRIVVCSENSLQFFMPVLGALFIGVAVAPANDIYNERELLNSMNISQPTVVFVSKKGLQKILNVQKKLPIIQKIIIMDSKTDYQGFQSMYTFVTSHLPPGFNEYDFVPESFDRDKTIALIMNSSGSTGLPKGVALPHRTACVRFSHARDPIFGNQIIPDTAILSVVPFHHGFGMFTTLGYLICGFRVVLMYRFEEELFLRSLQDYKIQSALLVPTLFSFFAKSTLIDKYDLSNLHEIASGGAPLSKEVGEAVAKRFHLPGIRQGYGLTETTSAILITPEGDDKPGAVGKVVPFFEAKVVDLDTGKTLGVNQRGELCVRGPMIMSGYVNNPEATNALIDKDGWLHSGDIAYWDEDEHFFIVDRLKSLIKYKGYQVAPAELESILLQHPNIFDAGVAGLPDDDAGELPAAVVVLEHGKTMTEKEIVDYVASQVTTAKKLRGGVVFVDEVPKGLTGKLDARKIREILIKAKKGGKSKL
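Purified P. pyralis luciferase (10nM final) in 50mM Tris acetate pH 7.5, 10mM Mg acetate, 0.01% Tween-20, 0.05% BSA with 10uM D-luciferin and 10uM ATP. Compounds titrated qHTS. Luminescence imaged on CCD.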
SNCA viab count = GF-AFC viability counterscreen for inhibitors of alpha-synuclein gene (SNCA) expression; HEK-293-SNCA-luc viability, GF-AFC fluorescence, 24 h; Potency, µM (highest dose often 57.1 µM), for inactives: at the highest dose activity change, negative = cytotoxicity, hits mostly cytotoxic; 150,000 compounds, 0.12% hits; AID 1671193, 2021;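 also: potency is read from the fitted curve at half-maximal effect; 0% = DMSO-treated cells and -100% = medium-only wells without cells; nearly all actives have a fitted effect of over 30% in size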
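HEK-293-SNCA-luc cells (1500/well) plated 24 h, then exposed 24 h to a dilution series; GF-AFC added 30 min at 37C, fluorescence 405/540 nm; normalised to medium-only and DMSO wells, Hill fit.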
SNCA expr inhib = Primary qHTS assay for inhibitors of alpha-synuclein gene (SNCA) expression | AID 1671194, 2021 | Potency, µM (doses to about 57.2 µM), inactives show at the top dose activity change, negative = inhibition, actives largely listed as inhibitors | 140,000 compounds, 0.17% hits | HEK-293 SNCA-luciferase knock-in, luminescence, 24 h;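 also: potency is read from the fitted curve at half-maximal effect; plate controls were DMSO cells for no effect and cell-free wells for full effect; nearly all actives have a fitted effect of over 45% in size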
HEK293 tox = Cytotoxic Profiling in HEK 293 Cell Line of Diverse Libraries Using Quantitative High-Throughput Screening | HEK 293 viability, ATP luminescence (CellTiter-Glo), 48-72 h | Potency, µM (titrated, usually from 115 µM), for the others: at the top dose activity change, negative = cytotoxicity, most hits filed as inhibitors | 94,000 compounds, 6.6% hits | AID 1345083, 2018; also: potency is read from the fitted curve at half-maximal effect; nearly all actives have a fitted effect of over 60% in size
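Luminescence from cellular ATP, measured with CellTiter-Glo, indicates HEK 293 viability. Cells plated at 250 cells/well are treated with compound for 48 or 72 hr at 37 degree Celsius before reagent addition.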
GPT2 inh = Primary qHTS assay for inhibitors of Glutamate pyruvate transaminase 2 (GPT2); Alanine aminotransferase 2 (Homo sapiens), Q8TD30; Recombinant GPT2, coupled pyruvate oxidase/HRP Amplex Red fluorescence; 100,000 compounds, 0.25% hits; AID 1671188, 2021; Potency, µM (highest dose often 57.7 µM), without a hit: at the highest dose activity change, negative = inhibition, actives largely listed as inhibitors; also: potency is read from the fitted curve at half-maximal effect; nearly all actives have a fitted effect of over 60% in size; many of its hits are not listed in these tables
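GPT2 10ng/uL, a-KG 250uM, L-Ala 2mM, HEPES pH7.5 + 0.0001% Tween; 30 min RT. Then Amplex mix (PO/HRP/ThPP), 30 min RT dark, fluorescence. AOA 50uM used as positive control.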
NIH3T3 tox = Cytotoxic Profiling in NIH 3T3 Cell Line of Diverse Libraries Using Quantitative High-Throughput Screening. NIH 3T3 viability, CellTiter-Glo ATP luminescence, 48-72 h. Potency, µM (titrated, usually from 96.7 µM), without a hit: top-dose activity change, negative = cytotoxicity, hits mostly inhibitors. 94,000 compounds, 4.3% hits. AID 1345082, 2018; also: potency is read from the fitted curve at half-maximal effect; nearly all actives have a fitted effect of over 55% in size
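NIH 3T3 cells at 400 cells/well received 23 nL of compound by pintool and were incubated 48 or 72 h at 37 °C. Viability was read as ATP-coupled CellTiter-Glo luminescence.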
* hit, by the source's call; i = inactive; ? = inconclusive; . = not tested or not shown; & = joins results of further samples; [ ] = remark or other dose. Unless noted, calls follow the shape of the dose curve; as a rule, active = well fitted curve in the direction sought with a large enough effect; inconclusive = small, poorly fitted or top-dose-only effect, or another doubt; inactive = no such curve, though single readings can be large; an effect the other way counts as inactive or inconclusive. Unless noted, % is scaled to controls: 0 for no effect and ±100 for the full control effect.

SMILES | IP6K1 inh | Luciferase inh | SNCA viab count | SNCA expr inhib | HEK293 tox | GPT2 inh | NIH3T3 tox
CN(C)C(=O)C1CN(C(=O)c2ccccc2Br)CC12CCOCC2 (configuration not stated) | 22 | 0% | -9% | -6% | 4% | 5% | -2%
CCc1ccc(CNC(=O)Cn2nc(-c3ccc(C)cc3)ccc2=O)cc1 | 18 | . | 10% | -8% | . | . | .
CC(=O)Nc1ccc(CN2CCCCC23Cc2ccccc2CN(C(=O)C(C)C)C3)cc1 (configuration not stated) | -14 | . | 1% | -21% | ? | i | -4%
CCCCNC(=O)CC(c1cccc2c1OCO2)c1c[nH]c2c(CC)cccc12 (configuration not stated) | 21 | -4% | -2% | -16% | 45µM* | i | ?
CCC(c1cnn(C)c1)n1ccnc1-c1cc(F)c(OC)c(Cl)c1 (configuration not stated) | -6 | 6% | -9% | -6% | -24% | 4% | -3%
O=C1CC(c2ccccc2)N(C(=O)CNC(=O)NC2CCCCC2)CCCCCCN1 (configuration not stated) | 13 | -8% | -3% | -3% | 3% | -2% | i
CCCc1nnc(NC(=O)C2c3ccccc3C(=O)N(CCOC)C23CCCCC3)s1 (configuration not stated) | 6 | 14% | -16% | -17% | ? | i | ?
COc1cccc(CNC(=O)C(=O)Nc2ccc3nc4n(c(=O)c3c2)CCCCC4)c1 | 11 | . | 5% | 39%[activator] | . | . | .
COC(=O)c1ccc(CN2C(=O)[C@@H]3C[C@@H](O)CN3C3(CN(Cc4ccc(OC)cc4)C3)C2=O)cc1 | -7 | 2% | 6% | -14% | -13% | -3% | -11%
COCCNC(=O)C1CCN(c2nccc(Nc3ccccc3OC)n2)CC1 | 14 | . | 10% | -9% | ? | i | ?
C#CCNC(=O)C[C@@H]1O[C@H](CNC(=O)c2ccc(C)cc2)[C@@H](O)[C@H]1O | -4 | 4%[172 µM] | 3%[87.6 µM] | 16%[87.6 µM] | i | -6%[88.5 µM] | -2%[174 µM]
CC1=C[C@@H](CO)[C@H](C(C)C)C[C@H]1CC(=O)N1CCN(c2ccccn2)CC1 | -1 | ? | -2%[87.6 µM] | 29%[87.6 µM] | 100µM* | 1%[88.5 µM] | ?
Cn1nccc1C(=O)N1C[C@@H]2CCCN3CCC[C@@H]([C@H]23)[C@H]1CCCC(=O)NCc1ccccc1 | -2 | -1% | 15% | 13% | 2% | i | 3%
Cc1oc2c(c1C(=O)NCCN(C)C)CN(CCc1ccccc1)CC2 | 10 | -15% | -2% | 4% | -3% | i | -5%
CCOC(=O)c1c(NC(=O)c2ccc(S(=O)(=O)N(C)C)cc2)sc2c1CCN(C)C2 | 9 | . | -5% | 8% | . | . | .
O=C1CCCCC(C(=O)NCCCN2CCc3ccccc3C2)N1 (configuration not stated) | 11 | 0% | -5% | -2% | 3% | i | -11%
Cc1ccc(C2Cn3nnc(C(=O)N4CCC(C(=O)NCc5ccccc5C)CC4)c3CO2)cc1 (configuration not stated) | -13 | 2% | -1% | -34% | 17% | i | i
Cc1cc(Cl)ccc1-c1ccccc1CN | -14 | . | -5%[87.6 µM] | -13%[87.6 µM] | ? | i | 22µM*
O=C(NCC1CCCCC1)c1nc2sccn2c1-c1ccncc1 | 13 | . | -4% | 3% | ? | -8% | ?
Cc1ccc(-n2c(C3CCN(C(=O)Cc4c(F)cccc4Cl)CC3)n[nH]c2=O)cc1 | -13 | 7% | 7% | -1% | 8% | -3% | ?

Shown as labelled records: part of the list above
> COC(=O)c1ccc(CN2C(=O)[C@@H]3C[C@@H](O)CN3C3(CN(Cc4ccc(OC)cc4)C3)C2=O)cc1
  IP6K1 inh = -7; Luciferase inh = 2%; SNCA viab count = 6%; SNCA expr inhib = -14%; HEK293 tox = -13%; GPT2 inh = -3%; NIH3T3 tox = -11%
> CCCc1nnc(NC(=O)C2c3ccccc3C(=O)N(CCOC)C23CCCCC3)s1 (configuration not stated)
  IP6K1 inh = 6; Luciferase inh = 14%; SNCA viab count = -16%; SNCA expr inhib = -17%; HEK293 tox = ?; GPT2 inh = i; NIH3T3 tox = ?

Next section:
SMILES | IP6K1 inh | Luciferase inh | SNCA viab count | SNCA expr inhib | HEK293 tox | GPT2 inh | NIH3T3 tox
Cn1ccnc1C(=O)NCC(=O)N1CCCCCCNC(=O)CC1c1ccccc1 (configuration not stated) | 13 | -12% | 0% | 3% | -9% | 0% | 1%
CNCCN1C(=O)CC[C@H]2CN(C(=O)Cc3c(C)nc(N)nc3C)CC[C@H]21 | 9 | -1% | -5% | -26% | -40% | 2% | -2%
Cc1ccccc1CC(=O)NCc1nnc2cc(-c3nc(C4CC4)no3)ccn12 | -7 | 2% | ? | 114%[activator] | -18% | i | -12%
O=C1NCCCCCCN(C(=O)CC2CCCCC2)[C@H]2C[C@H](c3nc(Cc4ccccc4)no3)C[C@@H]12 | 13 | -6% | -21% | 12% | ? | 3% | 35µM*
FC(F)(F)c1ccnc(N2CC[C@H](c3nnc(-c4ccncc4)o3)C2)n1 | -5 | -17%[172 µM] | -1%[87.6 µM] | -18%[87.6 µM] | ? | i | ?
Cc1noc(-c2cccc(OC3CN(C(=O)NCc4ccccc4)C3)c2)n1 | -10 | -12% | -5% | -31% | ? | -1% | ?
COc1cccc(C(=O)n2nc(-c3cccnc3)nc2NCc2ccc(F)cc2)c1 | -13 | . | 4% | -5% | . | . | .
C[S+](=O)([O-])c1ccc(-c2nnc3ccc(C(=O)NCC4CC4)cn23)cc1 | -2 | . | 14% | 9% | -6% | i | -3%
CC(=O)CC1CCC(C(C)C(=O)OCC(O)CO)O1 (configuration not stated) | 1 | . | ? | . | . | i | .
CC(=O)NC1CCN(C(=O)N2CC3CC(C2)[C@H]2CCCC(=O)N2C3)CC1 (some centres not stated) | -2 | -3% | 8% | 25% | 1% | ? | -3%
CCCSc1ncc(Cl)c(C(=O)N(Cc2ccc(N(C)C)cc2)C2CCS(=O)(=O)C2)n1 (configuration not stated) | 2 | . | -1% | -6% | . | . | .
O=C(C1CCCC1)N1CCN(c2cc(-c3ccc(Cl)cc3)[nH]n2)CC1 | 12 | 8% | 1% | -9% | 8% | i | -4%
Cc1cc2cc(-c3c(C)noc3C)nc(NCC3CC3)c2o1 | -8 | 4%[172 µM] | 8%[87.6 µM] | 8%[87.6 µM] | ? | i | ?
CCOC(=O)c1cnc2ccc(OCC)cc2c1N1CCN(c2cccc(Cl)c2)CC1 | 20 | . | -5% | -1% | . | . | .
COc1ccc(N2C(=O)C3(CCCCC3)C2C(=O)O)cc1 (configuration not stated) | 2 | -8% | 11% | -1% | 3% | i | i
COCCNC(=O)c1ccc2c(c1)N(C)C(CC(=O)N1CCC(N)CC1)CO2 (configuration not stated) | 13 | -6% | 7% | -15% | -25% | -2% | i
COc1cccc(-c2cc(C(=O)NCc3c(C)cc(C)[nH]c3=O)c3c(c2)N(C(C)C)CCO3)c1OC | -18 | -3% | -7% | -21% | 79µM* | 0% | ?
CC(=O)N1CCc2cc(CNS(=O)(=O)c3ccc(C(C)(C)C)cc3)ccc21 | -3 | . | 10% | -13% | . | . | .
CNS(=O)(=O)Cc1ccc2[nH]cc(CCN(C)C)c2c1 | -3 | . | 0% | 9% | . | -5%&-2% | .
Cc1ccccc1C(=O)Nc1ccccc1OCc1cc(=O)n2ccccc2n1 | 7 | . | -2% | 14% | . | . | .

Looked up one by one from above (3):
SMILES | IP6K1 inh | Luciferase inh | SNCA viab count | SNCA expr inhib | HEK293 tox | GPT2 inh | NIH3T3 tox
CCCSc1ncc(Cl)c(C(=O)N(Cc2ccc(N(C)C)cc2)C2CCS(=O)(=O)C2)n1 (configuration not stated) | 2 | . | -1% | -6% | . | . | .
Cc1cc2cc(-c3c(C)noc3C)nc(NCC3CC3)c2o1 | -8 | 4%[172 µM] | 8%[87.6 µM] | 8%[87.6 µM] | ? | i | ?
CC(=O)N1CCc2cc(CNS(=O)(=O)c3ccc(C(C)(C)C)cc3)ccc21 | -3 | . | 10% | -13% | . | . | .

(listing goes on)
SMILES | IP6K1 inh | Luciferase inh | SNCA viab count | SNCA expr inhib | HEK293 tox | GPT2 inh | NIH3T3 tox
Cc1ccc(C(=O)N2C(C(=O)NCC3CCCO3)COC23CCN(C(=O)c2cccs2)CC3)cc1 (configuration not stated) | -11 | 4% | 2% | 3% | ? | i | 2%
CCOc1ccc(CCNC(=O)Cn2ncn3c(cc4sc(C)cc43)c2=O)cc1OCC | -5 | . | 3% | 19% | . | . | .
Nc1ccc(-c2cccc(CN3CCCC3)c2)cc1 | -10 | 8% | -2% | 12% | -10% | i | -6%
CC(C)NC(=O)C[C@@H]1C[C@H]2O[C@H](CNC(=O)NC3CCCCC3)[C@@H](O)[C@H]2O1 | -4 | -5%[172 µM] | 4%[87.6 µM] | -3%[87.6 µM] | 4%[172 µM] | 3%[88.5 µM] | i
COc1ccc(CN2CCC3(CC2)CC(O)CCO3)cc1C (configuration not stated) | -5 | -9% | 0%[12.5 µM] | 17% | -6% | i | i
Cc1nn(-c2ccccc2)c2c1C(C(C)C)N(C1CCCN(C(=O)Nc3ccc(Cl)cc3)C1)C2=O (configuration not stated) | -3 | . | . | . | ? | . | ?
Cc1ccc(C)c(CNC(=O)c2ccc3c(c2)nc2n3CCCCC2)c1 | 3 | . | 13% | 126%[activator] | . | . | .
Cc1cc(N2CCOCC2)cc2[nH]c(-c3c(NC[C@@H](O)c4cccc(Cl)c4)cc[nH]c3=O)nc12 | 2 | . | ? | 15% | . | ? | .
O=C(NC1CCCN(c2ccc3nnc(C4CC4)n3n2)C1)c1ccccn1 (configuration not stated) | 7 | . | . | . | 1% | . | -23%
O=C(c1nc2cccnc2n(C2CCCC2)c1=O)N1CCN([S+](=O)([O-])c2cccs2)CC1 | -12 | . | 8% | -22% | ? | 0% | -22%
CCOc1ccccc1C(=O)N1C[C@@H](CN2CCCN(C)CC2)[C@@H](CO)C1 | 9 | -12% | 0% | 14% | -8% | ? | -10%
CCCn1c(C)cnc1C1CCN(C(=O)NCC)C1 (configuration not stated) | -4 | 7% | 8% | 17% | i | i | 4%
O=C(CCn1ccc(=O)[nH]c1=O)NC1CCCN(CCCc2ccccc2)C1 (configuration not stated) | -3 | 14% | 6% | 19% | -10% | 1% | -10%
COc1ccc(OC)c(CNC(=O)c2nn(C)c3c2CSc2ccccc2-3)c1 | 35 | . | 11% | -6% | . | . | .
CN1CCC2(C1)CN(CC1CCOCC1)c1ccc(C(=O)NCCCO)cc12 (configuration not stated) | -17 | -23%[172 µM] | 2%[87.6 µM] | 16%[87.6 µM] | ? | ? | 89µM*
